# DAX1 inh-1 – inhibitors of human orphan nuclear receptor DAX1 (NR0B1); P51843; HEK293 Gal4-DAX1 luciferase reporter, luminescence; inhibition, % at 6.75 µM; actives 0.99% (n = 340,000); AID 504766;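 active = inhibition above the mean over all tested compounds plus 3 SD, cut at about 4.2% in these data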;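 note: 0% = DAX1-transfected cells with DMSO and 100% = empty-vector control cells with DMSO; inhibition shows as a rise in luminescence from relieved DAX1 repression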
# ssDAF12 agonist – activates DAF-12 receptor from parasite S. stercoralis. HEK293 ssDAF-12/GRIP1 lit1-tk-luc reporter, luminescence; % of 3 µM dafachronic acid response. activation, % at 6.8 µM. actives 1% (n = 370,000);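 active = activation above the mean over all tested compounds plus 3 SD, cut at about 0.9% in these data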;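 note: 0% = DMSO-only wells and 100% = 3 µM delta7-dafachronic acid wells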
# sPLA2-III inh – Blocks human group III sPLA2 activity. QFRET BODIPY PC-A2 liposome hydrolysis, fluorescence. inhibition, % at 12.2 µM. actives 0.56% (n = 370,000);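 active = inhibition above mean plus 3 SD of compounds lying within the high and low control bounds, cut at about 19% in these data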;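 note: 0% = median of test compound wells and 100% = no enzyme DMSO wells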
# ADAM10 inh – inhibitors of human ADAM10 | O14672 | recombinant ADAM10, EDANS/DABCYL FRET peptide cleavage, 3 h | inhibition, % at 7 µM | actives 0.62% (n = 370,000) | AID 720582;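 active = inhibition above a per-campaign cutoff equal to the mean of compounds falling between control-based bounds plus 3 SD, cut at about 20% in these data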;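 note: 0% = DMSO wells while the 100% control is not disclosed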
# hgDAF12 agonist – agonists of H. glycines DAF-12 nuclear receptor | activation, % at 6.8 µM | AID 687014 | HEK293 GAL4-hgDAF12 UAS-luciferase reporter, agonist luminescence; normalized to butyrate control | actives 1.8% (n = 370,000);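 active = activation above a cutoff set at the mean of all screened compounds plus 3 SD, cut at about 10% in these data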;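 note: 0% = DMSO wells and 100% = sodium butyrate wells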
# FXN GAA850 act – activators of GAA850 frataxin (FXN) promoter; actives 0.56% (n = 360,000); HEK293 lucGAA850 FXN promoter luciferase reporter, 24 h; percent of 10 µM SAHA response; activation, % at 6 µM;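 active = activation above the average of all compounds screened plus 3 SD, cutoff fixed separately per campaign, cut at about 7.5% in these data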;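 note: 0% = DMSO wells and 100% = 10 µM SAHA wells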
# DAX1 inh-2 – DAX1 (NR0B1) inhibition, primary screen | inhibition, % at 6.8 µM | actives 1.1% (n = 370,000) | AID 652010 | HEK293T StAR-luciferase reporter, SF-1/DAX-1 repression relief;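 active = inhibition above the mean over all tested compounds plus 3 SD, cut at about 3.6% in these data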;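 note: 0% = DAX-1 cells with DMSO and 100% = cells lacking DAX-1 with DMSO; higher inhibition means more luminescence from relief of DAX-1 repression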
# PLC-gamma1 inh – blocks human PLC-gamma1 enzyme activity | P19174 | purified PLC-gamma1, fluorogenic substrate, fluorescence | inhibition, % at 12.2 µM | actives 0.84% (n = 370,000); in the data active = inhibition above about 9.5%
# Target sequence (P19174 whole entry, looked up): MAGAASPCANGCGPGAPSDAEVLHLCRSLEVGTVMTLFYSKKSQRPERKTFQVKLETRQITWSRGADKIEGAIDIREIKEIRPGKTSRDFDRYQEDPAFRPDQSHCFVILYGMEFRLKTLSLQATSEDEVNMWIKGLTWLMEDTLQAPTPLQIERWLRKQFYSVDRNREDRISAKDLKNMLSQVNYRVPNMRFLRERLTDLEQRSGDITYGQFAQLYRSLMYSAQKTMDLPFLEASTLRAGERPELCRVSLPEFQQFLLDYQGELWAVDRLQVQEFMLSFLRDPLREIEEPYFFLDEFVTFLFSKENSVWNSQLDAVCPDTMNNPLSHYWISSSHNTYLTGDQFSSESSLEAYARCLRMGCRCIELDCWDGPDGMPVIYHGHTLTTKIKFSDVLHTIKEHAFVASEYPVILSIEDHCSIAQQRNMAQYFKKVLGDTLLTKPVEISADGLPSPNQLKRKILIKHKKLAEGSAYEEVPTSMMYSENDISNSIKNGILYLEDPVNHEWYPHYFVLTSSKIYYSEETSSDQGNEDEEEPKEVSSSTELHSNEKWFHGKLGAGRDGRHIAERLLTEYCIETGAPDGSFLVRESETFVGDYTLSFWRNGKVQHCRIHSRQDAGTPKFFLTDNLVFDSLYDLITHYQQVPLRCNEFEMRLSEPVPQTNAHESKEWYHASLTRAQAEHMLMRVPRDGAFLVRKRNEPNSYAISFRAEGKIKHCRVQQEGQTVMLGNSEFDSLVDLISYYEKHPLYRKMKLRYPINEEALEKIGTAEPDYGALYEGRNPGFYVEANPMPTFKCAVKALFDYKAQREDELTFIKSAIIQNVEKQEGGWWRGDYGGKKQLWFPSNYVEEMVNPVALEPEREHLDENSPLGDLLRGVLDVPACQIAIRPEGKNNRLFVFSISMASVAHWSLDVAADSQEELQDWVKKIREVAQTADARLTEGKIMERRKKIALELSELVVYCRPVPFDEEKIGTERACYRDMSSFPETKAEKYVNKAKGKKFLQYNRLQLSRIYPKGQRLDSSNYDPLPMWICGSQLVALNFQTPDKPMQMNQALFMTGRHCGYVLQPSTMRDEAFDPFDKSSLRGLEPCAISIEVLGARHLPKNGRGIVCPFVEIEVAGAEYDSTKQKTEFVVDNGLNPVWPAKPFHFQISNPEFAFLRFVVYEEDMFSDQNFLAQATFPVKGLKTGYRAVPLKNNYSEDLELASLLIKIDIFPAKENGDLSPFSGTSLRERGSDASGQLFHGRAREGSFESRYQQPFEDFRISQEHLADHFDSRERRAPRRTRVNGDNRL
# PLCb3 inh – inhibitors of human phospholipase C beta3; Purified PLC-beta3, fluorogenic substrate, fluorescence; inhibition, % at 12.2 µM; actives 0.18% (n = 370,000); AID 720704; in the data active = inhibition above about 11%;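 note: 0% = median of compound wells on plate and 100% = full blocker control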
# hcDAF-12 act – activates DAF-12 receptor from parasite H. contortus; HEK293 hcDAF-12 lit1-tk-luc reporter, luminescence; 0% DMSO, 100% Δ7-dafachronic acid; activation, % at 6.8 µM; actives 1.4% (n = 370,000); AID 652067;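 active = activation above the mean of all tested compounds plus 3 SD, cut at about 5.5% in these data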;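 note: 100% = response to 3 µM Δ7-dafachronic acid high control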
# ADAM17 inh – inhibits human ADAM17; P78536; recombinant ADAM17, EDANS/DABCYL FRET peptide cleavage; inhibition, % at 6.95 µM; actives 0.83% (n = 370,000); AID 720648;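 active = inhibition above the mean of compounds lying between control limits plus 3 SD, set per campaign, cut at about 8.5% in these data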;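 note: 0% = DMSO-only wells as the low control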
# * = called active by the depositor; i = inactive; nt = no result given.
SMILES	DAX1 inh-1	ssDAF12 agonist	sPLA2-III inh	ADAM10 inh	hgDAF12 agonist	FXN GAA850 act	DAX1 inh-2	PLC-gamma1 inh	PLCb3 inh	hcDAF-12 act	ADAM17 inh
CCc1ccc(NC(=O)Cn2ccn(-c3cccc(Cl)c3)c(=O)c2=O)cc1	1.8	-0.2	10	-8	-1.6	1.5	-0.4	-1	-5	0.4	-4
CCN1C(=O)/C(=C/C=C2\N(CC)c3cc(S(=O)(=O)N(C)C)ccc3N2c2ccccc2)SC1=S	0.6	-0.9	11	-7	-1.4	3.1	0.8	-14	-23	0.1	-5
Cc1cc(C(=O)COC(=O)/C=C/c2ccc(F)cc2)c(C)n1C	-0.1	-1.5	11	-2	2.0	-0.6	0.1	-2	-5	-0.4	-7
Cc1ccc(CN(C)C(=O)c2cccc(S(=O)(=O)N3CCc4ccccc4C3)c2)o1	2.0	-1.3	-11	-9	-2.4	0.2	-1.9	1	-6	-1.2	-2
CCN(CC(=O)Nc1c(F)cccc1F)C(=O)c1ccc(NC(=O)CC2SC(N3CCCC3)=NC2=O)cc1 (centres undefined)	-1.4	-0.6	-2	1	-0.9	0.2	-0.1	0	0	1.2	-1
CC(=O)Nc1ccc(/C=N/NC(=O)CNS(=O)(=O)c2ccccc2)cc1	-0.2	-0.7	8	8	0.4	1.4	-0.5	-2	-4	-1.5	-2
CC(C)c1nc(SCC(=O)N2CCCCCC2)c2c(=O)n(C)c(=O)n(C)c2n1	-0.9	-1.3	2	-13	2.9	-1.8	-1.6	-1	-3	-1.8	-2
CC(=O)C1=C(C)N(Cc2ccc(F)cc2)C(=S)NC1c1ccc(Cl)cc1 (centres undefined)	nt	-1.0	3	13	-4.3	nt	0.1	1	-3	2.0	3
CC(=O)c1ccc(Cl)c(Cl)c1Cl	0.2	-1.3	3	-9	0.8	0.9	0.3	-1	0	0.0	-3
CC1(C(=O)NS(=O)(=O)c2cccs2)CCN1C(=O)CC1CCCC1 (centres undefined)	nt	-1.1	-1	-18	3.0	0.1	-0.1	-2	2	-0.6	-5
O=C(CSc1nnc(-c2ccc(C(F)(F)F)cn2)o1)Nc1cccc(Cl)c1	3.0	-0.9	-14	-6	2.5	2.0	1.8	6	-7	2.3	1
C/C=C/C=C/C(=O)N1C[C@H](C)N(C)C[C@H]1C	nt	-0.3	18	-5	2.3	nt	-0.4	1	-3	-1.2	-4
O=C(NCC1CCCN(C(=O)Cc2ccccc2Cl)C1)c1ccc(F)cc1 (centres undefined)	0.9	-1.1	-4	3	-1.8	0.8	0.0	-17	-6	-2.1	3
COc1ccc(N2CCN(C(=O)c3ccccc3NC(=O)c3ccccc3)CC2)cc1	1.1	-1.6	1	-11	-0.9	0.9	-1.1	0	-7	-1.5	-3
COc1cc(C(=O)NC2CCN(Cc3ccccc3)CC2)cc(Cl)c1OC	1.2	-0.7	-10	1	4.0	0.4	0.0	-1	0	-1.2	-3
O=C(CSc1ccc(-c2ccccc2)nn1)N1CCN(c2ccccc2)CC1	-0.4	-0.9	7	-1	1.0	-3.2	-0.5	3	0	-1.2	-1
CN(C)C(=O)CCc1ccc2c3c([nH]c2c1)[C@]1(CCC2CCCC2)[C@@H](C(=O)N2CCOCC2)C[C@H](CC(=O)NC(C)(C)C)C(=O)N1CC3	-1.1	-1.1	3	-13	-0.3	-0.6	-0.7	0	0	-0.1	-4
COc1ccccc1NS(=O)(=O)c1ccc(Br)s1	-1.5	-1.5	-7	-5	-0.4	0.2	0.1	-2	-3	0.0	-3
COc1ccc(C(C)(NC(C)=O)c2nc(-c3cccc(C#N)c3)cs2)cc1 (centres undefined)	nt	-1.9	3	-3	1.2	0.1	-1.1	-1	3	-0.2	1
CCC1(CC)NC(=O)N(CC(=O)N2CCN(c3ccccc3F)CC2)C1=O	1.5	-0.9	1	-2	4.2	0.0	0.0	1	-2	0.1	2
COc1cccc(CNC(=O)CCS(=O)(=O)Cc2ccc(C)cc2)c1	0.0	-0.4	2	14	3.4	-1.0	-0.2	1	-6	-2.1	-3
Cc1cc(=O)oc2c(C)c(OC(C)C(=O)NC(Cc3c[nH]c4ccc(O)cc34)C(=O)O)ccc12 (centres undefined)	1.1	-1.2	1	-113	-2.0	0.3	1.5	-23	-32	2.8	-22
CN(CC(CC(=O)Nc1nncs1)c1ccccc1)S(=O)(=O)c1ccc(Br)cc1 (centres undefined)	0.2	-1.0	-8	0	-2.8	-0.1	-0.2	3	2	-0.5	1
CC(=O)Oc1c(C)c(C)c2c(c1C)CCC(C)(CCCC(C)CCCC(C)CCCC(C)C)O2 (centres undefined)	1.3	-1.3	11	-4	-1.8	1.4	0.2	1	3	-1.9	-4
C=CCN([C@H](C(=O)OC)C(C)C)S(=O)(=O)CCNCc1ccccc1	0.2	-1.5	-5	-5	-0.2	3.7	0.0	-2	3	0.8	-3
CCOc1ccc(NC(=O)CN(c2ccc(C)cc2)S(=O)(=O)c2c(C)nn(C)c2C)cc1	-0.2	-1.6	0	-6	-0.3	-2.8	-1.7	0	-5	-1.3	0
CCOC(=O)C1(Cc2cccc(Cl)c2)CCCN(C(=O)c2cc(C)[nH]n2)C1 (centres undefined)	0.4	-0.5	-2	-1	-2.8	4.6	-0.1	-1	-5	-0.8	-2
COC(C[C@H]1O[C@H]1C(=O)[C@H](C)OCc1ccccc1)OC	0.9	-1.1	9	4	0.8	0.0	0.1	4	3	0.1	1
COc1ccccc1-n1cnc2cc(C(=O)N3CCOCC3)ccc21	-0.1	-0.8	8	0	0.9	4.0	0.2	5	0	0.7	3
CC1CN(CCOCCOc2ccccc2-c2ccccc2)CC(C)O1 (centres undefined)	-1.4	-0.9	-6	1	-0.3	-0.9	-0.5	0	-4	-1.2	0
C=CCNC(=O)c1ccc(Sc2ccc(C)cc2)c([N+](=O)[O-])c1	0.2	-0.3	5	7	-1.0	2.8	-0.3	4	3	2.5	3
CCOC(=O)C1(S(=O)(=O)c2ccc(Cl)cc2)CCN(Cc2ccc(C)cc2)CC1	0.1	-1.3	-7	4	-1.2	0.4	-0.9	2	2	-0.8	4
CC(Cn1cncn1)C(=O)N1CCN(S(=O)(=O)c2ccccc2)CC1 (centres undefined)	0.7	-0.9	5	1	-0.1	2.9	-0.3	1	3	-1.2	-2
CC(C)(C)c1ccc(OCC(=O)OCCNC(=O)c2cccnc2)cc1	0.9	-0.3	10	-1	-0.9	-0.2	0.7	0	0	-1.0	-2
Cc1ccc(NC(=O)CCC(=O)NNC(=O)C(C)(C)C)c(C)c1	1.9	-1.2	2	4	-2.7	1.6	0.4	1	-7	-0.3	2
CCCCOc1ccc(OCCCC)c2c1NC1(N2)C(=O)N(C(C)=O)c2ccccc21	0.5	-0.5	-1	1	2.9	3.1	-0.1	-2	1	-0.2	-4
S=C(Nc1ccc(Br)cc1Cl)N1CCN(c2ccccn2)CC1	-0.5	-0.4	2	-1	-2.9	1.0	2.3	0	-8	1.2	-1
Cc1cc2c(c(=O)n1Cc1ccc3c(c1)OCO3)C(c1cccnc1)C(C#N)=C(N)O2 (centres undefined)	-0.1	-1.8	-4	-15	-0.5	-2.2	-1.4	-2	0	-1.4	-5
CC(NC(=O)COC(=O)CCC(=O)c1ccc(Cl)cc1)c1ccccc1 (centres undefined)	-0.3	-1.0	-2	-11	0.7	0.2	-0.9	-1	-1	0.1	-4
O=C(CSc1nc2ccccc2[nH]1)Nc1c(F)cccc1F	0.2	-0.8	-6	-2	-0.6	0.8	-0.9	2	4	-2.4	-2
Cc1cccn2c(=O)c3cc(C(=O)NCC4CCCO4)c(=N)n(CCc4ccccc4)c3nc12 (centres undefined)	-1.1	-1.4	2	i	-1.6	2.2	-0.2	-344	i	-2.3	i
Cn1nnnc1SCC(=O)NCc1ccco1	0.1	-0.6	9	-2	-3.1	0.3	-0.3	8	10	1.4	4
CCOC(=O)Cn1c(=O)oc2cc(S(=O)(=O)N3CCn4c3nc3ccccc34)ccc21	0.6	-1.4	0	-10	3.1	-0.9	0.1	4	-2	-0.9	-5
CCC(C)NS(=O)(=O)c1ccc(OCC(=O)N2CCCCC2)cc1 (centres undefined)	-0.2	-1.4	1	-5	-3.4	-0.1	0.1	5	7	-1.1	1
CN1CCC(=C2c3ccccc3Sc3ccccc32)CC1	-0.5	-1.3	1	-15	-0.8	-0.5	0.7	2	-3	-0.7	-8
CC(=O)Nc1ccc(NC(=O)c2cc(-c3cc(F)ccc3OCC3CCCO3)n[nH]2)cc1 (centres undefined)	nt	-1.9	-5	-5	-3.1	-0.8	-2.1	0	2	-2.7	-4
O=S(=O)(Cc1ccccc1)NCC1CCCN(Cc2ccc3nonc3c2)C1 (centres undefined)	-0.1	-0.9	1	1	1.0	0.2	-0.2	1	3	-0.3	1
O=C(Cc1ccccc1)NCc1ccccn1	-0.3	-1.3	1	3	0.4	1.4	0.5	-1	3	-0.9	1
O=C1OCCC1Sc1nnc(-c2ccco2)o1 (centres undefined)	-0.7	-1.0	-3	0	-0.3	0.8	0.5	-1	-1	-0.5	0
Cc1nc2ccc([N+](=O)[O-])cc2s1	0.2	-0.3	3	-4	4.3	2.3	-0.3	2	0	-0.2	-3
CN(C)CCNC(=O)C1CCCNC1=O (centres undefined)	1.5	-0.8	5	-5	-0.8	2.6	-0.1	0	0	-0.6	-7
CC(=O)c1ccc(N(CC(=O)NC2CCS(=O)(=O)C2)S(=O)(=O)c2ccc(Cl)cc2)cc1 (centres undefined)	-0.1	-1.3	2	-2	1.5	1.3	-0.2	-3	-5	-2.2	-2
Cc1cccc(C(=O)NC(=S)N2CCc3ccccc3C2)c1	-0.6	-0.1	17	1	-0.4	-0.1	-0.7	1	0	-2.9	-2
O=C1/C(=C/c2cccc([N+](=O)[O-])c2)CCc2ccccc21	1.1	-1.8	15	4	3.5	6.0	-2.4	5	-5	0.1	-1
CC(C)CNS(=O)(=O)c1ccc(S(=O)(=O)N2CCN(CCC#N)CC2)cc1	1.4	-0.2	10	-9	1.0	-2.1	0.6	1	1	-0.5	0
N#CC1=C(N)Oc2n[nH]c(-c3cccnc3)c2C1c1ccc([N+](=O)[O-])o1 (centres undefined)	-0.3	-0.4	-1	-6	-3.7	5.5	-2.1	-6	-14	-1.2	-4
CCC(CC)C(=O)Nc1cccc(-c2ccc3nncn3n2)c1	0.7	-0.9	3	-8	-2.2	0.1	1.6	0	-6	-0.3	2
COC(=O)C1CCN(C(=O)Cc2c(OC)ccc3cc(Br)ccc23)CC1	-1.1	-1.6	-4	6	-0.2	0.3	-0.2	3	-9	1.0	-1

# Compound activity (PubChem)

# Random draw from the library (roughly 6.9% active in at least one column).
